High-throughput results deposited in PubChem BioAssay by National Center for Advancing Translational Sciences (NCATS).
Tau fluor cs: counter-screen for tau fibril formation inhibitors; tau K18 P301L Alexa594 fluorescence, heparin fibrillization; Potency, µM (top dose mostly 57.7 µM), inactives show at the top dose activity change, negative = decrease; 280,000 compounds, 0.93% hits; also: nearly all actives have a fitted effect of over 55% in size
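Human tau K18 P301L (15 uM unlabeled, 0.24 uM Alexa 594-labeled) in 100 mM sodium acetate pH 7 with 20 uM heparin, 6 hr at 37 C. ThT 30 uM added, 1 hr ambient; Alexa 594 FP and total fluorescence read at 555/632 nm.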
Tau fibril ThT: tau fibrillization inhibition (ThT binding) | P10636 | recombinant tau K18 P301L, heparin-induced fibrillization, ThT fluorescence | Potency, µM (series often up to 57.4 µM), inactives show top-dose activity, negative = inhibition, hits mostly inhibitors | 270,000 compounds, 2.1% hits | AID 1460; also: nearly all actives have a fitted effect of over 55% in size
Target sequence (P10636 561-689 P618L limits assumed): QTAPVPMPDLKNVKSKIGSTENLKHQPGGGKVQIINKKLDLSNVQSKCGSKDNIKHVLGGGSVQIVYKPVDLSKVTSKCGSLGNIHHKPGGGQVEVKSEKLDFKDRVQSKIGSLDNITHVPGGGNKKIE
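K18 P301L tau (15 uM + 0.24 uM Alexa 594-tagged), heparin 20 uM, NaOAc pH 7, 6 h 37 C; ThT 30 uM, 1 h RT, ex 450/em 510 nm.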
TRb SRC2 PPI: inhibitors of human thyroid hormone receptor beta-SRC2 interaction. P10828. TRbeta-SRC2 peptide binding, fluorescence polarization; receptor liganded with 1 µM T3. Potency, µM (doses to about 106 µM), inactives show at the highest dose activity change, negative = inhibition, usual class: inhibitors. 280,000 compounds, 0.065% hits;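 also: plate controls were bound peptide for no effect and peptide without receptor for full effect; nearly all actives have a fitted effect of over 50% in size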
Target sequence (P10828 whole entry, looked up): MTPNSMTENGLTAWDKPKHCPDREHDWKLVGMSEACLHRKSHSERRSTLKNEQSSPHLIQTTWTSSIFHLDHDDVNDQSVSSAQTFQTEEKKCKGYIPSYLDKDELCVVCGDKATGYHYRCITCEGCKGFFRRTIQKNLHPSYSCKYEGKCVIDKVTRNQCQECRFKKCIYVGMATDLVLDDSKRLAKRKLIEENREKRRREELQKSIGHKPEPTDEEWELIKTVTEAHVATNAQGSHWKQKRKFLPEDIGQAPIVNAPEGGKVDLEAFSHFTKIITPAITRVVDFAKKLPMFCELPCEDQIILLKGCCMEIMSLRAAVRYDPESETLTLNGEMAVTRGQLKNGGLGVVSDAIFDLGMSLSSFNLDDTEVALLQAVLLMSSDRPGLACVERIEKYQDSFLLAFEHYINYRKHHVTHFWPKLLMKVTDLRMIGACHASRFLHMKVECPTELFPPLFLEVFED
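Fluorescence polarization of 20 nM Texas Red SRC2 peptide with 0.6 uM human TRb ligand-binding domain, in Tris buffer with 1uM T3 and 5% DMSO. Incubated 5 hr ambient; normalized to unbound and bound controls.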
TR SRC2 fluor cs: counter-screen for TRb-SRC2 inhibitors: fluorescence interference | TRb/SRC2 Texas Red total fluorescence interference | Potency, µM (top dose mostly 106 µM), inactives show at the highest dose fluorescence change, negative = quenching | 280,000 compounds, 0.29% hits; active = well fitted curve in either direction with a large enough effect; inconclusive = small, poorly fitted or top-dose-only effect
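Flags fluorescent or light-absorbing compounds by total fluorescence, S + 2P, at 555 nm excitation and 632 nm emission. Mixture: 20 nM Texas Red SRC2 peptide, 0.6 uM human TRb LBD, 1 uM T3, 5% DMSO; compound exposure 5 h at ambient temperature.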
ALDH1A1 block: ALDH1A1 (human) enzyme inhibition; P00352; 220,000 compounds, 7.3% hits; Purified ALDH1A1, NADH fluorescence, propionaldehyde substrate; AID 1030; Potency, µM (doses to about 75.3 µM), without a hit: at the highest dose activity, negative = inhibition, usual class: inhibitors; active = well fitted inhibition curve with a large enough effect, not every such curve was filed as active; inconclusive = small, poorly fitted or top-dose-only effect, or another doubt; inactive = no such curve, though single readings can be large or run the other way;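 also: plate controls were no enzyme wells and a reference inhibitor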
Target sequence (P00352 whole entry, looked up): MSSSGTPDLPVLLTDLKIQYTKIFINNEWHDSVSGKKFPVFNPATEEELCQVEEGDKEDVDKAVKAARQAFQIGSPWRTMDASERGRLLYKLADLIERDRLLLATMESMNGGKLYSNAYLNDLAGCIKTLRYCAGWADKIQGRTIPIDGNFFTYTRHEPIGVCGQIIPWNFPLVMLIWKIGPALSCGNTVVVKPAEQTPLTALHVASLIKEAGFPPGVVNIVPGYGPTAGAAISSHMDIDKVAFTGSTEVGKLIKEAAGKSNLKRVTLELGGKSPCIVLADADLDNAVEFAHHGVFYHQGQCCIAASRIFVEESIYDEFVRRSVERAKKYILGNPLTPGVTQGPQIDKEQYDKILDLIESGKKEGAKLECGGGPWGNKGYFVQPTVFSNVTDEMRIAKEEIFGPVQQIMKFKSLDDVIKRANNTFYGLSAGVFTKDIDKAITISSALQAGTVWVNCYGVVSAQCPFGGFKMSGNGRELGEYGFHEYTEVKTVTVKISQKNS
L3MBTL1 inh: blocks human L3MBTL1 | Q9Y468 | AlphaScreen L3MBTL1–H3K9me1 peptide binding | Potency, µM (titrated, usually from 57.1 µM), for inactives: at the highest dose activity, negative = inhibition, most hits filed as inhibitors | 230,000 compounds, 0.66% hits | AID 485360; also: nearly all actives have a fitted effect of over 60% in size
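L3MBTL1 50 nM + b-AHA-H3(1-15)K9me1 75 nM, 30 min RT; compound added, 30 min RT; streptavidin donor/Ni-chelate acceptor beads 10 ug/mL each final, 30 min RT dark; AlphaScreen read.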
Tau FP inhib: blocks human tau fibril formation measured by polarization. K18 P301L tau heparin fibrillization, Alexa594 FP, 6 h. Potency, µM (series often up to 57.7 µM), for inactives: top-dose activity, negative = inhibition, usual class: inhibitors. 280,000 compounds, 0.39% hits. AID 1468; also: nearly all actives have a fitted effect of over 55% in size
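Heparin (20 uM) drove fibril formation of recombinant tau K18 P301L, 15 uM unlabeled with 0.24 uM Alexa 594 label, for 6 hr at 37 C in 100 mM sodium acetate pH 7. Fluorescence polarization (555/632 nm) read 1 hr after 30 uM ThT.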
aGal spleen mod: alpha-galactosidase A (human) modulation; P06280; human spleen homogenate, 4MU-alpha-Gal fluorescence, 40 min; Potency, µM (series often up to 80 µM), for inactives: at the highest dose activity change, negative = inhibition, actives largely listed as inhibitors; 240,000 compounds, 0.008% hits;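 also: 0% = enzyme with vehicle and -100% = no enzyme basal signal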
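Human spleen homogenate (1 ug) as enzyme source, 4-methylumbelliferyl-alpha-D-galactopyranoside 1 mM final, citrate/phosphate pH 5.0 with 0.01% Tween-20. Compounds 40 min at 37C, NaOH/glycine stop; fluorescence Ex 365/Em 440, Hill-fit AC50.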
* hit, by the source's call; ? = inconclusive; / = not tested or not shown; [ ] = remark or other dose. Unless noted, calls follow the shape of the dose curve; as a rule, active = well fitted curve in the direction sought with a large enough effect; inconclusive = small, poorly fitted or top-dose-only effect, or another doubt; inactive = no such curve, though single readings can be large; an effect the other way counts as inactive or inconclusive. Unless noted, % is scaled to controls: 0 for no effect and ±100 for the full control effect; potency is read from the fitted curve at half-maximal effect. Rows are unselected. About 8.5% of those tested had a hit in this group.

| mol | ALDH1A1 block | Tau fibril ThT | Tau fluor cs | Tau FP inhib | aGal spleen mod | L3MBTL1 inh | TR SRC2 fluor cs | TRb SRC2 PPI |
| --- | --- | --- | --- | --- | --- | --- | --- | --- |
| CN(C)C(/C=C/Nc1ccc(F)cc1)=C(C#N)C#N | 5% | -4% | -6% | -8% | -3% | ? | -3% | -1% |
| C/C(=N\NC(=O)c1ccccc1O)c1ccc(Br)s1 | -14% | 0% | 0% | 4% | 14% | -5% | -2% | -2% |
| Cc1ccc(S(=O)(=O)Nc2nc(N)n(-c3ccccc3)n2)cc1 | -2% | -5% | -1% | -3% | 3% | 3% | -1% | 2% |
| CNC(=S)N1CCn2cccc2C1c1cc(OC)c(OC)c(OC)c1 (stereo unspecified) | ? | -11% | -10% | 0% | -1% | -1% | 0% | 0% |
| O=C1CC(C(=O)Nc2ccc(Cl)c(Cl)c2)S/C(=N\N=C\c2ccco2)N1 (stereo unspecified) | / | / | 10%[0.0958 µM] | 1%[0.0958 µM] | 11% | / | 1% | 1% |
| CCOC(=O)Nc1ccc(NC(=O)c2ccccc2F)cc1 | -5% | -5% | 4% | 3% | 6% | 1% | 0% | 6% |
| COc1cccc([C@H]2Oc3ccc(OC)cc3/C(=N\O[C@@H]3O[C@H](COC(C)=O)[C@H](OC(C)=O)[C@H](OC(C)=O)[C@H]3OC(C)=O)[C@@H]2O)c1 | ? | ? | ? | ? | 11%[17.5 µM] | / | 0%[11.2 µM] | 0%[11.2 µM] |
| CCCCCn1c(CN2CCN(c3cccc(Cl)c3)CC2)nc2c1c(=O)[nH]c(=O)n2C | ? | ? | -15% | -5% | 7% | -8% | 0% | -3% |
| CCN(c1ccccc1)c1nnc(NC(=O)Nc2ccccc2F)s1 | / | -6% | 1% | 10% | / | / | -1% | 4% |
| O=S1(=O)CCN2C=C(Br)C=C(Br)C2=N1 | ? | -5% | 6% | 0% | 2% | -1% | 0% | 4% |
| CCN1C(=O)C(Cc2nc3ccccc3c(=O)n2C)c2cc(C)ccc21 (stereo unspecified) | / | 8% | 1% | -1% | / | / | 1% | -6% |
| CCSc1nc2cc(OC)c(OC)cc2c(=O)n1CCc1ccccc1 | ? | -12% | -13% | 1% | 6% | / | -1% | -11% |
| CCN1CCN(CCCNC(=O)c2cc3c(=O)n(C)c4ccccc4c3s2)CC1 | / | -14% | 0% | -2% | / | / | 0% | -4% |
| C/C(=N\NC(=O)c1ccc(CSc2nncn2C)cc1)c1ccc2ccccc2c1 | 8% | -15% | 0% | -2% | -7% | 5% | -2% | -6% |
| COC(=O)C/C=C/[C@@H](C)[C@H](NC(=O)OCC(Cl)(Cl)Cl)c1cccc(OC)c1 | -8% | -4% | -11% | 1% | 3% | / | -1% | -2% |
| Cc1nc(Nc2c(Cl)cccc2Cl)sc1C(=O)Nc1ccccc1 | 14µM* | -10% | -14% | -1% | -11% | 3% | 0% | 14% |
| COC(=O)c1ccc(/C=N/N2CCN(Cc3ccccc3Cl)CC2)cc1 | / | ? | -25% | 5% | 2% | ? | 0% | 3% |
| C=CCn1c(SCc2nc3ccccc3c(=O)[nH]2)nc2sc3c(c2c1=O)CCCC3 | -18% | -7% | -5% | -6% | 0% | -3% | 2% | 0% |
| COC(=O)C(CC(C)C)NC(=O)c1ccc([N+](=O)[O-])c(C)c1 (stereo unspecified) | 0% | -2% | -2% | 5% | 2% | 0% | -5% | 9% |
| Cc1ccc2oc(-c3ccc(Cl)c(NC(=O)Cc4ccccc4)c3)nc2c1 | / | 0% | 1% | 0% | / | / | -2% | 9% |
| COc1ccc(-c2nn(-c3ccccc3)cc2C(=O)NC(=S)Nc2cc(Cl)ccc2Cl)cc1 | / | -5% | -16% | ? | 10% | / | -7% | -2% |
| Cc1ccc(-c2noc(-c3cccs3)n2)cc1 | ? | -8% | -12% | 0% | -3% | 45%[activator] | -1% | -18% |
| CC(C)(C)NC(=O)CSc1nncn1-c1ccccc1 | -7% | -11% | -13% | -10% | 6% | / | 0% | -2% |
| CCOC(=O)Cn1c(=O)oc2cc(S(=O)(=O)NCc3ccccn3)ccc21 | 10% | -14% | -9% | 4% | 0% | / | 8% | -5% |
| Cc1ccccc1C(=O)Nc1ccc(O)cc1C(=O)O | 2% | -13% | -6% | -3% | 3% | 9% | 0% | 4% |
| N#Cc1cccnc1N1CCN(C(=O)COCC(=O)O)CC1 | / | / | -2% | 3% | 26% | / | -3% | -4% |
| COc1ccc(NC(=O)c2scc(S(=O)(=O)C(C)C)c2N)cc1 | / | -12% | -12% | 9% | 9% | -1% | -4% | 0% |
| O=C1OCCN1C(=O)[C@H]1[C@H](c2ccc(Cl)cc2)C(c2ccccc2)=NN1c1ccc(Br)cc1 | ? | -14% | ? | -8% | -1% | 26% | 0% | -5% |
| Cn1c(=O)n(C)c2cc(S(=O)(=O)Nc3ccccc3C(=O)O)ccc21 | / | 6% | 7% | 1% | / | 4% | 1% | 8% |
| Cc1ccc2c(=O)c(C(=O)c3ccccc3)cn(CC(=O)Nc3ccc4c(c3)OCCO4)c2n1 | / | 3% | -11% | 3% | / | / | -2% | 5% |

An excerpt from above in order of molar mass, ascending.
| mol | ALDH1A1 block | Tau fibril ThT | Tau fluor cs | Tau FP inhib | aGal spleen mod | L3MBTL1 inh | TR SRC2 fluor cs | TRb SRC2 PPI |
| --- | --- | --- | --- | --- | --- | --- | --- | --- |
| Cc1ccc(-c2noc(-c3cccs3)n2)cc1 | ? | -8% | -12% | 0% | -3% | 45%[activator] | -1% | -18% |
| Cc1ccccc1C(=O)Nc1ccc(O)cc1C(=O)O | 2% | -13% | -6% | -3% | 3% | 9% | 0% | 4% |
| COC(=O)C(CC(C)C)NC(=O)c1ccc([N+](=O)[O-])c(C)c1 (stereo unspecified) | 0% | -2% | -2% | 5% | 2% | 0% | -5% | 9% |
| Cc1ccc(S(=O)(=O)Nc2nc(N)n(-c3ccccc3)n2)cc1 | -2% | -5% | -1% | -3% | 3% | 3% | -1% | 2% |
| COc1ccc(NC(=O)c2scc(S(=O)(=O)C(C)C)c2N)cc1 | / | -12% | -12% | 9% | 9% | -1% | -4% | 0% |
| CCN(c1ccccc1)c1nnc(NC(=O)Nc2ccccc2F)s1 | / | -6% | 1% | 10% | / | / | -1% | 4% |
| CNC(=S)N1CCn2cccc2C1c1cc(OC)c(OC)c(OC)c1 (stereo unspecified) | ? | -11% | -10% | 0% | -1% | -1% | 0% | 0% |
| COC(=O)c1ccc(/C=N/N2CCN(Cc3ccccc3Cl)CC2)cc1 | / | ? | -25% | 5% | 2% | ? | 0% | 3% |
| CCOC(=O)Cn1c(=O)oc2cc(S(=O)(=O)NCc3ccccn3)ccc21 | 10% | -14% | -9% | 4% | 0% | / | 8% | -5% |
| C/C(=N\NC(=O)c1ccc(CSc2nncn2C)cc1)c1ccc2ccccc2c1 | 8% | -15% | 0% | -2% | -7% | 5% | -2% | -6% |
| CCCCCn1c(CN2CCN(c3cccc(Cl)c3)CC2)nc2c1c(=O)[nH]c(=O)n2C | ? | ? | -15% | -5% | 7% | -8% | 0% | -3% |
| O=C1OCCN1C(=O)[C@H]1[C@H](c2ccc(Cl)cc2)C(c2ccccc2)=NN1c1ccc(Br)cc1 | ? | -14% | ? | -8% | -1% | 26% | 0% | -5% |

Continuation.
| mol | ALDH1A1 block | Tau fibril ThT | Tau fluor cs | Tau FP inhib | aGal spleen mod | L3MBTL1 inh | TR SRC2 fluor cs | TRb SRC2 PPI |
| --- | --- | --- | --- | --- | --- | --- | --- | --- |
| COc1cccc(CC(=O)Nc2nc(-c3cccnc3)cs2)c1 | 0% | -16% | -13% | 4% | -3% | -9% | -1% | -21% |
| O=[N+]([O-])c1cc(C(F)(F)F)cc([N+](=O)[O-])c1NCc1cccnc1 | -2% | -12% | -11% | 5% | 2% | -8% | -5% | 10% |
| O=C(N/N=C/C=C/c1ccccc1)c1cccs1 | 4% | -8% | -13% | -1% | -2% | 3% | -2% | 0% |
| CCOCCCNS(=O)(=O)c1ccc2c(c1)CCN2C(=O)CC | -6% | -11% | -5% | -7% | 4% | / | 0% | -8% |
| COc1ccc(CN(C)C(c2ccccc2)c2nnnn2-c2ccccc2C)c(OC)c1C (stereo unspecified) | -7% | -8% | -7% | 1% | -14% | -2% | -2% | -6% |
| COc1cccc(-c2cnc(NCc3cc(Cl)ccc3O)n2C)c1 | ? | ? | 20µM*[quencher] | 15% | -2% | ? | -4% | -11% |
| Cc1cccc(COCC(Cc2ccccc2)N2CCN(C(=O)c3ccc(Cl)c(Cl)c3)CCC2=O)c1 (stereo unspecified) | -33% | ? | -19% | 2% | -1% | -2% | 0% | -1% |
| Cn1nnc2c(NCc3ccco3)nccc21 | ? | -3% | 0% | 4% | 9% | -1% | -3% | -1% |
| CCOC(=O)c1ccc(NC(=O)COC(=O)c2cn(CC)c3nc(C)ccc3c2=O)cc1 | / | -1% | -2% | 2% | / | / | -14% | 8% |
| COC(=O)Cc1ccc(NC(=S)NCc2cccc(OC)c2)cc1 | -7% | 8% | 10% | 2% | 1% | -4% | -1% | -5% |
| Cc1ccc(C)c(S(=O)(=O)c2nnn3c2nc(Nc2ccc(F)c(Cl)c2)c2sccc23)c1 | / | ? | ? | 14µM* | / | / | -8% | 1% |
| CC(=O)Nc1ccc2c(c1)CCCC2 | / | -6% | -6% | -2% | -10% | 7% | -2% | -11% |
| Cc1ccc(-c2nc3ccccc3c(=O)n2NC(=O)COc2ccccc2)cc1 | ? | 2% | -11% | ? | 7% | 8% | 5% | 2% |
| CCOC(=O)Cc1ccc(NC(=O)N2CCOc3ccc(C)cc32)cc1 | / | 10% | -6% | ? | / | / | -4% | -10% |

Looked up one by one from the entries so far, 2 records:
| mol | ALDH1A1 block | Tau fibril ThT | Tau fluor cs | Tau FP inhib | aGal spleen mod | L3MBTL1 inh | TR SRC2 fluor cs | TRb SRC2 PPI |
| --- | --- | --- | --- | --- | --- | --- | --- | --- |
| O=[N+]([O-])c1cc(C(F)(F)F)cc([N+](=O)[O-])c1NCc1cccnc1 | -2% | -12% | -11% | 5% | 2% | -8% | -5% | 10% |
| CCOC(=O)Cc1ccc(NC(=O)N2CCOc3ccc(C)cc32)cc1 | / | 10% | -6% | ? | / | / | -4% | -10% |
